A-T KAP1 phos: potential ataxia-telangiectasia treatment | 0.19% of 320,000 active | Potency, µM (series often up to 57.5 µM), for inactives: at the highest dose activation, usual class: activators | […] A-T fibroblasts, KAP-1 phosphorylation AlphaLISA; neocarzinostatin DNA damage 30 min before lysis; also: potency is read from the fitted curve at half-maximal effect; % of control where 0% means no effect; nearly all actives have a fitted effect of over 45% in size
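hTERT-immortalized A-T patient fibroblasts ([…]), 500 cells/well in OPTI-MEM, 1% FBS, got compounds for 60 min, then NCS for 30 min at 37C. Lysates were then assayed for phospho-KAP-1 by AlphaLISA (anti-pKAP1 donor, anti-KAP1 acceptor beads), 6 hr at 25C.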
Menin MLL FP TR: displaces Texas Red mutant MLL peptide from human menin | Menin + Texas Red MLL mutant peptide, fluorescence polarization | Potency, µM (titrated, usually from 61.6 µM), for the others: at the highest dose FP activity change, negative = inhibition, usual class: inhibitors | 0.23% of 270,000 active | AID 1768; active = well fitted inhibition curve with a large enough effect in the polarisation, with a control signal flat, not every such curve was filed as active; inconclusive = small, poorly fitted or top-dose-only effect, or effect the other way, or a change in a side signal; inactive = no such curve, though single readings can be large or run the other way; the % refers to the polarisation; also: potency is read from the fitted curve at half-maximal effect; % of control where 0% means no effect; many of its hits are not listed in these tables
Target sequence (O00255 whole entry, looked up): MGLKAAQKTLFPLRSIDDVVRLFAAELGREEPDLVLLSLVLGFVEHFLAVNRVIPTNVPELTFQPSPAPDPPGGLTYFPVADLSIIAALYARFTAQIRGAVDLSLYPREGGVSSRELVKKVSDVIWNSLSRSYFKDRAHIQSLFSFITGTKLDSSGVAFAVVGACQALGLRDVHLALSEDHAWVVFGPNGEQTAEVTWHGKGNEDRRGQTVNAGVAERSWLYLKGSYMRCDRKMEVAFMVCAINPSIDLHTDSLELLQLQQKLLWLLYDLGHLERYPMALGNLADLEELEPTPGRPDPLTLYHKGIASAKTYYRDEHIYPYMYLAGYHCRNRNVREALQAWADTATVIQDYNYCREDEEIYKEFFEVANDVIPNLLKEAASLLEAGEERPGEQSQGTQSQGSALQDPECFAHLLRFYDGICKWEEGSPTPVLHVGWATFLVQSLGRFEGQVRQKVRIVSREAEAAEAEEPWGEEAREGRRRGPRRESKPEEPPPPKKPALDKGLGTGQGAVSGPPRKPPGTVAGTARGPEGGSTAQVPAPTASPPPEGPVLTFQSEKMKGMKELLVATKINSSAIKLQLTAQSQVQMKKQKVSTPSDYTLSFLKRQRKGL
TSHR antag: antagonists of human thyroid stimulating hormone receptor | 0.2% of 330,000 active | TSHR-expressing cells, TSH-stimulated cAMP HTRF, 2 h; active compounds read low | activity change, negative = inhibition, % at 11.5 µM;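 active = activity change below a set negative limit, meaning inhibition stronger than a set level, cut at about -70% in these data; inconclusive = activity change between two set negative limits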; also: % is scaled to controls: 0 for no effect and ±100 for the full control effect
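Freshly harvested TSHR cells receive pin-tooled compound, then EC80 TSH at 4nM final. After 2 hours at 37 deg C, antibody in lysis buffer and cAMP-d2 are added; 30 minutes at ambient temperature precede the HTRF read.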
TCR activator: activates T cell receptor signaling; primary human leukocytes, anti-CD3, IL-2 HTRF, 48 h; Potency, µM (top dose mostly 9.22 µM), inactives show at the highest dose activation of IL-2 secretion, most hits filed as activators; 330,000 tested, under 10 active; also: % of control where 0% means no effect
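IL-2 produced over 48 hr by a-CD3 bead-stimulated primary human leukocytes exposed to compounds was detected with a homogeneous time-resolved FRET immunoassay, 665nm acceptor signal after 320nm excitation.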
Mito fusion act: blocks mitochondrial division or promotes mitochondrial fusion. S. cerevisiae fusion-defective mutant growth rescue, CellTiterGlo 48 h. Potency, µM (doses to about 46.1 µM), for inactives: at the highest dose growth rescue (activation), usual class: activators. 0.23% of 320,000 active. AID 485298;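 also: potency is read from the fitted curve at half-maximal effect; % of control where 0% means no effect; nearly all actives have a fitted effect of over 45% in size; temperature-sensitive fusion mutants such as fzo1-1 at 37 °C on non-fermentable ethanol glycerol medium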
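Yeast fusion mutant, YPEG (non-fermentable carbon), compound, 48 h at 37C non-permissive; CellTiterGlo added, 10 min RT, luminescence read. Rescued growth = division inhibition.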
Integrin act MD: activates integrin-mediated alleviation for muscular dystrophy; AID 624291; 0.064% of 350,000 active; alpha7betagal myoblasts, beta-gal FDG fluorescence, 48 h; Potency, µM (doses to about 38.3 µM), for the others: at the highest dose activation, actives largely listed as activators;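 also: potency is read from the fitted curve at half-maximal effect; 100% = response of the positive control SU9516; nearly all actives have a fitted effect of over 60% in size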
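alpha7betagal+/- myoblasts (passage 13, 250/well) treated 48 h at 37C with compounds at 1:260 dilution of DMSO stock. Lysed, then beta-galactosidase activity read as FDG fluorescence (ex 480/em 540) after 30 min, with pre-read for autofluorescence.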
ASM inhibitor: inhibitors of human secretory acid sphingomyelinase | P17405 | 0.006% of 340,000 active | placental ASM, HMU-PC fluorogenic substrate, 60 min | Potency, µM (titrated, usually from 57.5 µM), for inactives: top-dose activity change, negative = inhibition, most hits filed as inhibitors | AID 504937; also: potency is read from the fitted curve at half-maximal effect
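Human placenta-derived ASM enzyme was preincubated with compound for 10 minutes at room temperature, then given fluorogenic substrate HMU-PC0 (9 uM final) for 60 minutes at 37 °C; a pH 10 stop preceded fluorescence reading at Ex 386/Em 447 nm.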
MBNL1 CUG block: inhibitors of human MBNL1 binding to CUG repeat RNA; TR-FRET MBNL1-His/biotin-(CUG)12 binding, 665/545 ratio; Potency, µM (doses to about 57.5 µM), for inactives: at the highest dose activity change, negative = inhibition, usual class: inhibitors; 0.036% of 280,000 active; AID 2675; active = well fitted inhibition curve with a large enough effect in the signal ratio, with a control signal flat, not every such curve was filed as active; inconclusive = small, poorly fitted or top-dose-only effect, or effect the other way, or a change in a side signal; inactive = no such curve, though single readings can be large or run the other way; the % refers to the signal ratio; also: potency is read from the fitted curve at half-maximal effect; % is scaled to controls: 0 for no effect and ±100 for the full control effect
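TR-FRET readout: Ex 340 nm, 665/545 nm emission ratio, normalized to buffer-only (basal) and MBNL1-(CUG)12 controls. Complex of MBNL1-His with Biotin-(CUG)12, compounds 92 nM–58 uM, incubated 60 min at room temperature.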
CXXC DNA block: inhibitors of human MLL CXXC domain-DNA interaction | Q03164 | Potency, µM (series often up to 115 µM), for inactives: at the top dose activity change, negative = inhibition, usual class: inhibitors | 0.037% of 290,000 active | MLL-CXXC / FITC-HOXA9 DNA fluorescence polarization; active = well fitted inhibition curve with a large enough effect in the polarisation, with a control signal flat, not every such curve was filed as active; inconclusive = small, poorly fitted or top-dose-only effect, or effect the other way, or a change in a side signal; inactive = no such curve, though single readings can be large or run the other way; the % refers to the polarisation; also: potency is read from the fitted curve at half-maximal effect
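Steps: dispense CXXC domain solution (7 uM) → pin compounds or unlabeled HOX-A9 DNA control → 5 min ambient → add FLSN-HOX-A9 solution (50 nM) → spin → 30 min ambient → fluorescence polarization. Tris pH 7.5/NaCl/DTT/BSA buffer.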
TSG101-PTAP inh: blocks PTAP/TSG101 interaction to inhibit HIV-1 budding; Q99816; Fluorescence polarization, FITC-PTAP peptide / Tsg101 binding; Potency, µM (series often up to 115 µM), inactives show at the highest dose activity change, negative = inhibition, actives largely listed as inhibitors; 340,000 tested, under 10 active; AID 493005; active = well fitted inhibition curve with a large enough effect in the main read-out, with a control signal flat, not every such curve was filed as active; inconclusive = small, poorly fitted or top-dose-only effect, or effect the other way, or a change in a side signal; inactive = no such curve, though single readings can be large or run the other way; also: potency is read from the fitted curve at half-maximal effect; % of control where 0% means no effect
Target sequence (Q99816 whole entry, looked up): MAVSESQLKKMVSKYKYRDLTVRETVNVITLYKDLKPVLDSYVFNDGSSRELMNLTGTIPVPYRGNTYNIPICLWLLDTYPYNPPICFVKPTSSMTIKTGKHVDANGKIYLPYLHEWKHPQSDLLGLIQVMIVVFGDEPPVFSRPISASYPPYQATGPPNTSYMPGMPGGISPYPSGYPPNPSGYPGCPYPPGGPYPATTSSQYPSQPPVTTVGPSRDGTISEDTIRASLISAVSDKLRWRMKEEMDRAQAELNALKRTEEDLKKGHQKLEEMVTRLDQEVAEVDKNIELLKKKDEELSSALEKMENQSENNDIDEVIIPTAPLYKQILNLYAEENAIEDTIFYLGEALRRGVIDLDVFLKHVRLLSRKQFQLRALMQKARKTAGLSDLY
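FP read-out: FITC-PTAP peptide, 50 nM final, binding Tsg101 binding domain, 10 uM final; 20 min, r.t.; 10 mM HEPES pH 7.5, 0.15 M NaCl, 0.01% Tween 20, 3 mM EDTA, 0.1 mM TCEP.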
* = called active by the depositor; ? = inconclusive; . = no result given; [ ] = another dose, or the depositor's remark. Unless noted, calls follow the shape of the dose curve; as a rule, active = well fitted curve in the direction sought with a large enough effect; inconclusive = small, poorly fitted or top-dose-only effect, or another doubt; inactive = no such curve, though single readings can be large; an effect the other way counts as inactive or inconclusive. Not all compounds are listed, so the mix of outcomes need not match the whole.

SMILES	A-T KAP1 phos	Menin MLL FP TR	TSHR antag	TCR activator	Mito fusion act	Integrin act MD	ASM inhibitor	MBNL1 CUG block	CXXC DNA block	TSG101-PTAP inh
CC(C)(C)[C@H]1COC(=O)CCC/C=C/C[C@H](CC(=O)NCCO)C(=O)N1	-0.8%	.	7.6	3.0%	.	9.8%	3.1%	.	.	.
COc1ccc(N2CCN(C(=O)CC34CC5CC(CC(C5)C3)C4)CC2)c([N+](=O)[O-])c1	-8.2%	-7.2%	-12.5	-2.9%[46.1 µM]	28.1%	9.0%	-1.1%	.	1.8%	-7.4%
Cc1ccc(S(=O)(=O)NC(C)C(=O)N2CCOCCOCCOCCOCC2)cc1 (configuration not stated)	1.3%	13.8%	3.9	-3.7%	1.9%	18.2%	4.9%	-0.2%	-0.9%	-0.9%
Cc1cccn2cc(-c3ccc(F)cc3)cc12	-0.9%	-3.1%	5.1	2.9%	-3.7%	-4.1%	65.0%[activator]	18.1%	-1.0%	-12.1%
O=C(NC1CCNCC1)C1CCCCC1	3.2%	-2.9%	5.2	0.8%	3.9%	26.3%	3.2%	-5.2%	6.2%	-0.8%
O=C(c1cccc(Cl)c1)N1CCn2c1nc1ccccc12	-1.5%	0.0%	-4.4	-4.6%	6.2%	7.1%	0.0%	-13.9%	7.9%	-2.6%
Cc1nn(CCC(=O)N2CCN(S(=O)(=O)c3ccccc3)CC2)c(C)c1C	-6.5%	5.4%	9.0	1.2%	4.7%	14.9%	-1.7%	2.1%	1.6%	-4.1%
CNC(=O)N(O)C1N(/N=C/c2ccccc2O)C(=S)SC1(C)C (configuration not stated)	-6.3%	.	9.2	1.3%	-0.1%	16.6%	-1.4%	-6.9%	-4.0%	-4.2%
COc1ccc(CNC(=O)CCNS(=O)(=O)c2cccc3nsnc23)cc1	-3.4%	-17.3%	5.1	-2.1%	-1.6%	-3.7%	-5.1%	?	-6.2%	-5.8%
Cc1[nH]c(=O)[nH]c(=O)c1S(=O)(=O)NCC12CC3CC(CC(C3)C1)C2	-2.7%	-26.5%	-5.5	-1.7%	4.6%	3.4%	2.4%	1.7%	9.5%	-5.8%
COCCCNC(=O)[C@H](Cc1c[nH]c2ccccc12)NC(=O)OCc1ccccc1	-2.4%	-21.4%	-2.1	2.3%	-0.1%	?	2.6%	-2.3%	3.3%	-12.9%
CC1(C)CC(=O)C=C(Nc2ccccc2C#N)C1	-1.8%	-16.5%	3.6	-4.0%	0.5%	-13.1%	29.0%	6.2%	-2.7%	-6.3%
O=C(CNC(=O)C1COc2ccccc2O1)N/N=C/c1ccc(O)cc1O (configuration not stated)	6.7%	0.2%	-11.9	4.1%[46.1 µM]	-1.6%	-3.8%	22.3%	.	5.5%	-4.3%
O=C(CSc1ccc(-c2ccccn2)nn1)Nc1ccc(F)c(F)c1	-1.9%	.	-25.1	2.8%	-13.3%	-3.8%	2.4%	30.8%[activator]	-4.2%	-1.1%
Cc1c(C)n(C)c2ccc(C(=O)NCCCN3CCCCC3)cc12	0.1%	-20.8%	-13.5	-6.7%	-0.8%	-9.9%	1.6%	-6.5%	10.8%	-2.1%
COc1ccc(CNCCS(=O)(=O)NC2CCCCC2)cc1	.	.	.	2.6%	.	16.8%	-0.4%	.	.	0.6%
Cc1sccc1/C=N/NC(=O)c1cccc2ccccc12	-4.2%	-7.8%	-4.6	-4.9%[46.1 µM]	-1.5%	8.9%	-2.8%	.	-3.7%	0.3%
COC(=O)c1cc(OC)c(OC)c(OC)c1[N+](=O)[O-]	-45.5%	11.6%	10.5	7.8%	-4.0%	6.6%	-3.3%	-6.0%	-2.0%	-2.1%
CC(=O)c1ccc(NC(=O)/C=C/c2ccc(C)cc2)cc1	2.4%	2.0%	-6.2	0.0%[46.1 µM]	7.9%	0.5%	0.0%	1.3%	-1.3%	-3.6%
Cc1ccc(S(=O)(=O)N2CCN(C(=O)CSC(=S)N3CCCC3)CC2)c(C)c1	-3.8%	.	2.4	-7.2%	-10.3%	-18.9%	5.0%	.	.	-8.1%
CCc1[nH]nc(C(=O)N2CCCC(N3CCN(c4ccccc4C)CC3)C2)c1C (configuration not stated)	26.7%	-19.5%	22.3	-5.2%	4.3%	-18.3%	-0.3%	-5.8%	5.9%	.
CCOC(=O)CC(=O)CSc1nc2sc(C)cc2c(=O)n1Cc1ccco1	-17.7%	-6.8%	.	.	1.6%	-26.9%	-6.0%	-13.1%	14.5%	-2.7%
CSCCC(NS(=O)(=O)c1ccc(Cl)cc1)C(=O)OCC(=O)c1c(C)[nH]c2ccccc12 (configuration not stated)	-8.6%	?	-39.7	4.5%[46.1 µM]	4.9%	-20.3%	-16.8%	-31.3%	5.4%	-2.3%
C=CCn1cc(C(=O)OC)c(=O)c2cc(S(=O)(=O)N3CCC(C)CC3)ccc21	-3.1%	-0.9%	5.8	6.8%	-11.5%	1.9%	2.1%	-8.3%	-3.6%	-7.3%
CC(=O)c1ccc(NC(=O)COC(=O)CC2CC3CCC2C3)cc1 (configuration not stated)	4.3%	.	1.7	-1.3%	.	-17.2%	-13.9%	.	.	-1.4%
SMILES	A-T KAP1 phos	Menin MLL FP TR	TSHR antag	TCR activator	Mito fusion act	Integrin act MD	ASM inhibitor	MBNL1 CUG block	CXXC DNA block	TSG101-PTAP inh
CONC(=O)c1cc(OCC(F)(F)F)ccc1OCC(F)(F)F	4.9%	-1.2%	6.0	8.9%	-0.8%	-10.1%	0.0%	0.6%	2.8%	-6.8%
CC(C)N(CC#CC(O)(c1ccccc1)c1ccccc1)CCO	.	0.9%	-1.4	.	.	-19.3%	3.0%	0.1%	6.7%	-2.1%
O=C(O)c1cccc(Nc2c3ccccc3nc3ccccc23)c1	44.8%	-5.5%	33.0	-6.0%	4.4%	-14.1%	.	?	19.8%	1.2%
CCc1ccc(N2C(=O)C3ON(c4ccccc4)C(c4ccco4)C3C2=O)cc1 (configuration not stated)	6.7%	1.0%	-13.4	-1.7%	-4.0%	-9.9%	-8.8%	-4.4%	1.2%	-2.7%
COCCOC(=O)c1c(NC(=O)CSc2cccc[n+]2[O-])sc(C(N)=O)c1C	1.6%	-7.4%	-5.5	12.8%	1.2%	0.0%	3.2%	2.2%	-1.3%	1.9%
COCc1[nH]nc2c1C(C1C=CCCC1)C(C#N)=C(N)O2 (configuration not stated)	15.9%	7.4%	8.5	.	-4.7%	-9.2%	0.8%	10.2%	-0.6%	-5.5%
CCOC(=O)CSc1nc(C)cc(C)c1C(N)=O	-0.2%	-0.9%	-0.9	-0.1%	4.3%	25.9%	2.3%	6.5%	4.6%	-3.2%
CN(C)C(=O)Cn1c(SCC(=O)N2CCCc3ccccc32)nc2ccccc21	-8.6%	-5.7%	3.4	0.2%	-3.2%	-2.3%	0.4%	3.4%	-10.5%	-3.0%
CCOC(=O)C1CCN(c2cc3c(cc2NC(=O)c2ccccc2)n(C)c(=O)n3C)CC1	-5.0%	-5.2%	-10.3	5.6%	?	10.7%	-8.0%	-0.7%	12.1%	-3.7%
COc1cccc(NC(=O)Cc2c(C(=O)O)[nH]c3ccccc23)c1	-7.4%	40.7%[activator]	0.1	0.3%	-0.6%	-5.3%	5.5%	-3.2%	-16.8%	-7.8%
COc1ccc(S(=O)(=O)N2CCN(C3CCCC(C)C3)CC2)cc1 (configuration not stated)	-8.3%	-12.2%	-8.7	2.3%	-2.5%	10.2%	1.9%	-5.9%	-9.4%	-5.6%
CC(Sc1nnc(-c2cccnc2)n1N)C(=O)N1CCOCC1 (configuration not stated)	10.3%	.	3.7	8.8%	-7.0%	1.8%	1.3%	.	.	-1.4%
Cc1ccc(-n2nnnc2SCC(=O)Nc2ccc3c(c2)COC3=O)cc1C	1.6%	?	-8.3	-16.9%	4.2%	8.7%	-3.1%	3.7%	76.9%[activator]	-4.0%
O=C(NCCCN1CCOCC1)C(=O)NCCc1ccccc1	5.8%	16.4%	9.2	5.2%	-0.6%	5.9%	3.0%	-1.7%	-1.4%	-0.2%
COc1cccc(CNc2ccccc2O)c1OCc1ccccc1F	1.8%	?	-7.9	-4.9%	-7.6%	4.6%	-1.0%	1.5%	10.3%	1.6%
NS(=O)(=O)c1ccc(NCc2c(F)cccc2Cl)cc1	27.5%	5.6%	10.0	-3.3%	8.4%	4.5%	2.1%	10.8%	2.1%	-4.6%
